ALOX12 inh: ALOX12 (human) lipoxygenase inhibition | P18054 | purified 12hLO, xylenol orange hydroperoxide absorbance | Potency, µM (top dose mostly 108 µM), for inactives: at the highest dose activity change, negative = inhibition, most hits filed as inhibitors | hit rate 1.1% among 580,000; active = well fitted inhibition curve with a large enough effect; inconclusive = small, poorly fitted or top-dose-only effect, or another doubt; inactive = no such curve, though single readings can be large or run the other way
Target sequence (P18054 whole entry, looked up): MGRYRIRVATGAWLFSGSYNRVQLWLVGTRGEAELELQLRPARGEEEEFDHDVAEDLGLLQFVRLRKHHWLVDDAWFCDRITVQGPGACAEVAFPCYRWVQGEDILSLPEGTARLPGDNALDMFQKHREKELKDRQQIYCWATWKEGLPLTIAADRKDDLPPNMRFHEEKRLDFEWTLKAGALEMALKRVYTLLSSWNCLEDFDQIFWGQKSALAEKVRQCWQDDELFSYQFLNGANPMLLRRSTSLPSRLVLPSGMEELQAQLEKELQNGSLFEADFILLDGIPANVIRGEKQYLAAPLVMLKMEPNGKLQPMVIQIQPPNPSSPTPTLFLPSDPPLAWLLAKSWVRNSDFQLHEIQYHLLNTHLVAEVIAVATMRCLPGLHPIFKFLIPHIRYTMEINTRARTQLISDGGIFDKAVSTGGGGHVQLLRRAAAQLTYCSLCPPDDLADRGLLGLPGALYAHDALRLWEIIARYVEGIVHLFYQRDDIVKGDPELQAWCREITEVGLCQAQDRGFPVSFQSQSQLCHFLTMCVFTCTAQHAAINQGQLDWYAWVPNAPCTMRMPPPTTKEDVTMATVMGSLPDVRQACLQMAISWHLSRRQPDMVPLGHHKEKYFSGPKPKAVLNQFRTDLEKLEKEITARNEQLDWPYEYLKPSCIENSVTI
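Purified human 12hLO (150 nM final) in 25 mM Hepes, 0.01% Triton X-100, pH 7.0 was preincubated 15 min at room temperature with compound. Then 40 uM arachidonic acid was added, 30 min. Hydroperoxide was read by Fe-XO absorbance ratio 573/405 nm.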
The depositor's hits bear a star; u = inconclusive; & = joins results of further samples; [ ] = dose if it differs, or a comment. % is set by controls: 0 for no effect and ±100 for the full control effect; potency is the fitted concentration of half-maximal effect. An excerpt; the hit share may differ from the screen's.

ALOX12 inh	mol
6%	CC1Oc2ccc(NC(=O)COc3ccccc3)cc2CN(Cc2ccccc2)C1=O (stereo unspecified)
8%	COc1cc(NC(=O)N[C@H]2CO[C@H]3[C@@H]2OC[C@@H]3Nc2nccc(-c3cccs3)n2)cc(OC)c1
27%	Cn1c(Cc2ccccc2)nc(=O)c2ccccc21
u	C/C(=N/NC(=S)NC(C)C)c1ccc(C2CCCCC2)cc1
-9%	CCOC(=O)c1ccc(Oc2coc3cc(OCc4ccccc4C)ccc3c2=O)cc1
44%[activator]	COC(=O)[C@@H]1C[C@H](NC(=O)c2[nH]nc(N)c2-c2ccccc2)CN1C
-27%	CCOC(=O)c1ccc(OCC2CCCO2)cc1 (stereo unspecified)
8%	Cc1cccc2nc(CNC(=O)CN3Cc4cc(Cl)ccc4OC(C)C3)cn12 (stereo unspecified)
5%	O=C(CN1CCN(C(=O)CCNS(=O)(=O)c2ccc(F)cc2)CC1)Nc1ccccc1Cl
10%	COc1ccccc1CC(=O)NCc1nnc2cc(-c3nc(C(C)C)no3)ccn12
22%	Cc1noc(-c2cn(C3CCN(C(=O)c4ccc(OC(F)(F)F)cc4)CC3)nn2)n1
-6%[57.4 µM]	CN1CCCC2(CCN(S(=O)(=O)c3ccccc3)CC2)C1
-3%	CC(Sc1nc2cc(S(=O)(=O)N3CCCCC3)ccc2o1)C(=O)Nc1ccc(F)cc1 (stereo unspecified)
9%	CCCCCn1nc(C(=O)OCc2ccc(C(=O)OC)cc2)c2ccccc2c1=O
11%	COc1ccc(CNC(=O)Cc2n[nH]c(=O)c3ccccc23)cc1
4%	CC(Oc1ccc(F)cc1)C(=O)Nc1ccc(N2CCN(C)CC2)nc1 (stereo unspecified)
-18%	CCO[C@H]1CN(C(=O)C(C)(C)n2cccc2)C[C@@H]1O
u	O=S1(=O)CC(N2CCN(CCO)CC2)CN1Cc1cn(Cc2ccccc2)nn1 (stereo unspecified)
8%	CC(C)c1ccc(S(=O)(=O)N2CCC(CC(=O)NCc3ccccc3)C2)cc1 (stereo unspecified)
-22%	Cc1nnsc1-c1nc2ccccc2n1C(CCc1ccccc1)c1nc2ccccc2[nH]1 (stereo unspecified)

4 of the compounds above, field by field:
CCOC(=O)c1ccc(Oc2coc3cc(OCc4ccccc4C)ccc3c2=O)cc1
- ALOX12 inh = -9%

COC(=O)[C@@H]1C[C@H](NC(=O)c2[nH]nc(N)c2-c2ccccc2)CN1C
- ALOX12 inh = 44%[activator]

CCOC(=O)c1ccc(OCC2CCCO2)cc1 (stereo unspecified)
- ALOX12 inh = -27%

Cc1cccc2nc(CNC(=O)CN3Cc4cc(Cl)ccc4OC(C)C3)cn12 (stereo unspecified)
- ALOX12 inh = 8%

Remaining list, next part
ALOX12 inh	mol
-32%[57.4 µM]	Cc1cc(Nc2nc(N[C@@H](C)c3ccc(F)cc3)c(C#N)cc2F)n[nH]1
15%	CC(C)n1cc(CN2C[C@@H]3C(=O)N(Cc4ccc5c(c4)OCO5)C(=O)[C@@H]3C2)c2ccccc21
2%	Cc1nc(-c2c3n(c(=O)n(CC(=O)Nc4ccccc4C(F)(F)F)c2=O)CCCC3)no1
u	CC1CCN(c2nc3c(c(=O)n(Cc4ccccc4)c(=O)n3C)n2C)CC1
1%	Cc1ccc(NC(=O)c2cccc(CS(C)=O)c2)c(C)c1 (stereo unspecified)
-14%	Cc1ccc(-c2ncc(C(=O)Nc3cc(F)ccc3F)c(-c3ccncc3)n2)cc1
-1%	O=C1CCN(Cc2ccc(-c3ccccc3)cc2)CCN1Cc1ccccn1
4%	CC(=O)Nc1c(-c2ccccc2)c(C)nn1-c1ccc(C(=O)NCc2ccccc2)cc1
u	CCc1cccc(C)c1Nc1c(-c2cc(OC)c(O)c(OC)c2)nc2cnccn12
34%	COc1ccc(C(=O)C(C)Sc2nnc3ccccn23)cc1OC (stereo unspecified)
15%[176 µM]	c1ccc(CN2Cc3[nH]cnc3C[C@H]2c2nc(-c3ccccc3)no2)cc1
6.3µM*	CCNC(=O)NC(=O)COC(=O)c1cc(-c2ccco2)nc2ccccc12
-23%	CC(NS(=O)(=O)c1cccs1)c1ccccc1 (stereo unspecified)
u	O=C(c1cc(-c2csc(-c3ccccc3)n2)c[nH]1)N1CCCC1
-9%	COc1cc(/C=C/c2nc(C#N)c(NCc3ccc(F)cc3)o2)cc(OC)c1OC
-7%	N#Cc1ccc(Oc2cccc3ccccc23)cc1C#N
28%	O=C(NCC1CCOCC1)Nc1ccc(Cl)cc1
63%	O=C1CC(c2ccccc2)N(Cc2ccccn2)CCCCCN1 (stereo unspecified)
-9%	CCN(CC)Cc1cnc2c(C(=O)N(C)C(C)c3ccccn3)cnn2c1 (stereo unspecified)
u	O=C(CCC(=O)c1ccc2c(c1)CCC2)NC1CCCc2ccccc21 (stereo unspecified)

The list goes on (2 carried over from the part before).
ALOX12 inh	mol
-9%	CCN(CC)Cc1cnc2c(C(=O)N(C)C(C)c3ccccn3)cnn2c1 (stereo unspecified)
u	O=C(CCC(=O)c1ccc2c(c1)CCC2)NC1CCCc2ccccc21 (stereo unspecified)
59%[activator]	COC(=O)[C@@H]1Cc2ncn(Cc3ccc(OC)cc3)c2CN1S(=O)(=O)c1cccc2c(N(C)C)cccc12
15%	CC(NC(=O)c1cc(-c2ccccc2)n[nH]1)c1ccc(F)c(F)c1 (stereo unspecified)
u	CCN1CCN(c2cc(C)c3cc(NC(=O)CCC4CCCC4)ccc3n2)CC1
-8%	Oc1ccc(Cl)cc1C=Nc1ccc(Cl)c(C(F)(F)F)c1
-4%	COc1ccc(OC)c(NC(=O)N2CCN(c3ccc(=O)n(-c4ccccc4)n3)CC2)c1
51%[activator]	C[C@H](NC(=O)/C=C/c1ccccc1)C(=O)O
-11%	O=C(Cn1ccn2nc3c(c2c1=O)CCCC3)NCCCc1ccccc1
-6%	COCC(=O)Nc1cc(C(=O)N[C@H]2CCCCNC2=O)c2c(c1)nc(-c1ccncc1)n2C
10%[176 µM]	COCc1cc(CC2(NC3CCN(C(C)=O)CC3)COC2)no1
-18%	CCCCCn1nc(C(=O)OCC(=O)c2cc(C)n(CCC)c2C)c2ccccc2c1=O
u	O=C(Cn1c(=O)n(CCc2ccccc2)c(=O)c2sccc21)c1ccccc1
12%	COc1ccc(-c2ocnc2C(=O)Nc2ccc(C)c(F)c2)cc1
u	CN(CCc1ccccc1)C(c1cc2ccccc2o1)c1nnnn1C(C)(C)C (stereo unspecified)
23%	CN1C[C@@H]2CC[C@H](CC1=O)N2C(=O)c1cnn2cc(CCO)cnc12
98%[activator]	Cc1ccccc1CC1(CO)CCCN(c2ccc(-c3nccn3C)nn2)C1 (stereo unspecified)
18%	Cc1ccc(C(=O)NC2CCN(c3cnn(C)c(=O)c3)CC2)s1
77%[activator]	COc1ccccc1CCC(=O)N[C@@H]1CN(c2ncccn2)C[C@H]1CN(C)C
-7%	CCOc1ccc(S(=O)(=O)Nc2nc3ccccc3nc2Nc2ccc(F)cc2)cc1
-91%	CCCCCc1c(-c2ccc(Cl)cc2)ncn1CCc1ccccc1OC
-3%	CCC(C)NC(=O)CCc1cccnc1 (stereo unspecified)

Carrying on.
ALOX12 inh	mol
11%[6.33 µM]	O=C(c1cc2ccccc2o1)N1CCC2(CNS(=O)(=O)c3cnccc3O2)C1 (stereo unspecified)
u	Cc1ccc2c(Cl)cc(Cl)c(OCC(=O)N3CCOC(C)C3)c2n1 (stereo unspecified)
5%	COc1cccc(C(=O)COC(=O)C(CC(=O)c2ccccc2)Nc2ccccc2OC)c1 (stereo unspecified)
u	Oc1ccc(Br)c(CN2CCN(c3ncc(Cc4ccccc4)cn3)CC2)c1
4%[176 µM]	CCn1c2c(c(=O)n1-c1ccccc1)CCN(C(=O)C1CCC1)C2
u	NC(=O)c1cccc(CN2CCC3(Cc4ccccc4N(C(=O)c4ccc(Cl)cc4)C3)C2)c1 (stereo unspecified)
u	O=C1NC[C@H](CCCCN2CCN(CCC3CCCCC3)C(=O)C2=O)N(CCc2ccc(O)cc2)C1=O
4%	NC(=O)CSc1n[nH]c2nc3c(c(=O)n12)C1(CCCCC1)Cc1ccccc1-3
-14%	COc1cccc(OCc2nc(C(=O)N3CC4C[C@@H]5CC3C[C@H](C4)C5)co2)c1
-9%[176 µM]	Clc1cccc(CN2CC[C@H](c3nc4ccccc4s3)C2)c1
-30%	CCn1cnc2c1c(=O)n(CC(=O)NCCc1cccc(F)c1)c(=O)n2Cc1ccccc1
-6%	O=C(COC(=O)CCc1c[nH]c2ccccc12)NCC(F)(F)F
u	O=C(Nc1ccc(Cl)cc1)N(Cc1cccc(O)c1)C1CCC(O)CC1 (stereo unspecified)
0%	CN(C)c1ncc2nc(-c3ccccc3)c(=O)n(Cc3ccc(F)cc3)c2n1
u	N=C1SC(=Cc2ccc(-c3ccc4c(c3)C(=O)NC4=O)o2)C(=O)N1c1ccc(Br)cc1
54%[activator]	CCOc1ccccc1NC(=O)C1CCN(C(=O)c2ncn3c2COC(c2ccc(F)cc2)C3)CC1 (stereo unspecified)
8%	CNC(=O)[C@@H]1CN(C(=O)Cn2nc(C(F)(F)F)cc2C)C[C@H]1CO
u	O=C1c2cnc(-c3ccsc3)nc2OCCN1c1cccc(C(F)(F)F)c1
u	COC(=O)c1cc(NCc2cc(Cl)c(OCC(N)=O)c(OC)c2)ccc1N1CCOCC1
36%[activator][176 µM]	O=C1Nc2cnccc2C2(CCN(C(=O)c3cccnc3)C2)O1 (stereo unspecified)

Quoted from the listing:
Under ALOX12 inh, `CC(Oc1ccc(F)cc1)C(=O)Nc1ccc(N2CCN(C)CC2)nc1` (stereo unspecified) shows 4%
Under ALOX12 inh, `Cc1ccc(C(=O)NC2CCN(c3cnn(C)c(=O)c3)CC2)s1` shows 18%
Under ALOX12 inh, `Cn1c(Cc2ccccc2)nc(=O)c2ccccc21` shows 27%
Under ALOX12 inh, `CC(NS(=O)(=O)c1cccs1)c1ccccc1` (stereo unspecified) shows -23%

(more compounds)
ALOX12 inh	mol
18%	Cn1ncc2c(NCCc3nnc(N)s3)nc(-c3ccncc3)nc21
2%	CCOC(=O)[C@]12CCCC=C1N(Cc1ccco1)C(=O)[C@H](CC(=O)NCCCOC)C2
0%	O=C(Nc1nnc(C2CC2)s1)C(Oc1ccccc1)c1ccccc1 (stereo unspecified)
-23%	CC(C)OCCCNCc1ccc(C(C)C)cc1
-18%	C[C@]1(CO)[C@H]2Cc3sc(NC(=O)C4CCC4)nc3[C@@H](CC(=O)NC3CCCC3)[C@]2(C)CC[C@H]1O
35%[activator][176 µM]	Fc1ccc(CN2CC[C@H](c3nc4ccccc4o3)C2)cc1F
8%	COc1ccc([C@H]2CC(=O)C[C@@H](CCn3cc(CC4CCCC4)nn3)O2)cc1
15%	COCCOC1CCOC2(CCN(C(=O)NCc3ccc(C)cc3)CC2)C1 (stereo unspecified)
47%[activator]	Cn1cccc1C(=O)N1CCC(Nc2cccnc2)C1 (stereo unspecified)
26%	CCCN(C)c1nccnc1OC1CCN(C(=O)Cc2ccccc2OC)C1 (stereo unspecified)
19%	CCOc1cccc(-c2nc(C(=O)NCCOC)cs2)c1
18%	Cc1noc(C)c1S(=O)(=O)N1CCc2nnc(C3CC3)n2CC1
32%	Cc1cccc(Cn2c(NCCCO)nc3c2c(=O)[nH]c(=O)n3C)c1
u	CC(=O)Nc1ccc(S(=O)(=O)Nc2c(NC3CCCC3)c3ccccc3oc2=O)cc1
u	NNc1ccc(S(=O)(=O)O)cc1
19%	CN(CCc1ccccc1)C(=O)c1cc2c(s1)CCN(C(=O)c1ccc(Cl)cc1)C2
8%	Cc1cccc(OCC(=O)N2CCC(n3cc(-c4nc(C)no4)nn3)CC2)c1
-1%	C/C(=N\N=C(N)N)C1=CC(C)(C)CCC1
41%[activator][176 µM]	CC(C)(C)OC(=O)N1CC(NCc2ccccn2)C1
-31%	Cc1ccccc1NC(=O)N(C)[C@H]1C[C@H]2c3[nH]c4c(-c5ccccc5)cccc4c3CCN2C[C@H]1[C@H](C)O

Structures from the list above with bromine:
ALOX12 inh	mol
u	Oc1ccc(Br)c(CN2CCN(c3ncc(Cc4ccccc4)cn3)CC2)c1
u	N=C1SC(=Cc2ccc(-c3ccc4c(c3)C(=O)NC4=O)o2)C(=O)N1c1ccc(Br)cc1

Going on with the list:
ALOX12 inh	mol
-1%	Cc1cccc(Cc2c(C)nc(Nc3nc(C)c4cc(C)ccc4n3)[nH]c2=O)c1
u	COc1ccc(/C=C(/C#N)c2nc3ccccc3o2)cc1OC
63%[activator]	COc1cc(Cl)ccc1C(=O)NCc1nnc2c(-c3nc(C4CC4)no3)cccn12
24%	COc1ccccc1-c1noc(CCC(=O)N2CC[C@@](C)(O)[C@@H](O)C2)n1
32%&27%[176 µM]	CN(Cc1ccc(F)cc1)C1CCc2ccccc21 (stereo unspecified)
2%	COc1cc(=O)n2c(c1C(=O)Nc1cc(C)ccc1F)CCCC2
3%	CC(C)(CC(=O)O)CC(=O)N1CCN2C(=O)c3cc(-c4ccc(Cl)cc4)ccc3NC(=O)[C@H]2C1
45%[activator]	CCOCC(=O)N1CC(F)(F)C[C@H]1c1nc(C(=O)NC)no1
47%	CC1CCN(c2oc(COc3ccc(F)cc3)nc2C#N)CC1
78%[activator]	Cn1c(=O)c(C(=O)NC2CCOC3(CCOCC3)C2)nc2ccccc21 (stereo unspecified)
u	Cc1ccc(/C=C/C(=O)Oc2ccc(-c3ccc(C#N)cc3)cc2)o1
-3%[176 µM]	CC(=O)Nc1cccc(-c2cn(C)c(=O)n3cc(CN4CCNC(=O)C4)nc23)c1
-10%	CC(C)c1[nH]nc2c1C(c1cccc(C(F)(F)F)c1)NC2=O (stereo unspecified)
54%[activator]	COCCN(CC1CCCN(C2Cc3ccccc3C2)C1)C(=O)c1cc(C)nn1C (stereo unspecified)
-1%	CC(C)n1cc(-c2cc(C(=O)N(C)Cc3cccnc3)c3cc(F)ccc3n2)cn1
